MMP13 inh – blocks human MMP13 activity; P45452; 65,000 tested, 0.07% active; inhibition, % at 4 µM; MMP-13 fTHP FRET cleavage, Mca fluorescence;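 active = inhibition above the mean of compound-free control plate wells plus 3 SD, cut at about 14% in these data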;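 note: 0% = DMSO wells and 100% = wells with reference MMP-13 inhibitor after basal subtraction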
Abs 340nm – compounds absorbing at 340 nm | compound absorbance at 340 nm, fold over control | fold change at 10 µM | 65,000 tested, under 10 active;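 active = at 10 µM dose, initial 340 nm absorbance at least 2 fold that of control wells; inactive = change under 2 fold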;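 note: initial absorbance extrapolated from kinetic A340 decline of NADH oxidation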
NADH coupling – inhibitors of enzymes used to reach an NAD/NADH endpoint; coupled PK/LDH NADH assays, four targets; IC50, µM (titrated, usually from 10 µM), for the others: at the top dose inhibition; 65,000 tested, 0.02% active; AID 774;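 active = single-dose screening hits from any of four coupled enzyme assays that gave an IC50 when retested across doses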;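 note: the DPM-DC format reads NADH fluorescence rather than 340 nm absorbance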
tolC growth inh – blocks growth of E. coli BW25113 tolC mutant; OD615; growth inhibition, % at 10 µM (by protocol); 65,000 tested, 2.2% active;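 active = growth inhibition at or above a cutoff equal to the mean over every tested compound plus 3 SD, cut at about 60% in these data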;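 note: growth measured after 20 h incubation at 37 °C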
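Test system: E. coli BW25113 ΔtolC::kan bacteria | Medium: Kanamycin-containing LB broth (50 µg/mL) | Dosing: One dose of 10 µM final | Times: 20 h incubation with compound, 37 °C | Detection: Optical density read at 615 nm | Read-out basis: Percent growth inhibition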
JNK3 blocker – inhibitors of human JNK3 kinase; purified JNK3 kinase activity, HTS; inhibition, % at 8 µM; 60,000 tested, 0.61% active; AID 746; in the data active = inhibition above about 17%;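 note: 0% = DMSO and 100% = reference inhibitor; many of its hits are not listed in these tables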
Target sequence (P53779 whole entry, looked up): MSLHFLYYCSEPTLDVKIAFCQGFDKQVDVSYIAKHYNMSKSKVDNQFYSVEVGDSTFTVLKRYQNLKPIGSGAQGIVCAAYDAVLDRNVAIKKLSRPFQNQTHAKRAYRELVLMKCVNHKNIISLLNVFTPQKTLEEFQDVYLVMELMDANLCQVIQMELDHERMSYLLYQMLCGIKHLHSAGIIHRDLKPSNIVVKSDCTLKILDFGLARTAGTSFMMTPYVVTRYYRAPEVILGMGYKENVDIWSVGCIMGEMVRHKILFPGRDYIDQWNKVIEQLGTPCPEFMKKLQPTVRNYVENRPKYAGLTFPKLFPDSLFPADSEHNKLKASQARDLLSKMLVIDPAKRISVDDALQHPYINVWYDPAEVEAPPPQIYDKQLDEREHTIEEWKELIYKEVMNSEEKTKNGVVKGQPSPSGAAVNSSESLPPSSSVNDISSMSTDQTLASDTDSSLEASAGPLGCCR
Autofluor 339 – intrinsic fluorescence of library compounds, ex339/em460 – biochemical, MLSMR library, data from DPM-DC assay, artefact control, profiling panel | AID 709 | 65,000 tested, 5.5% active | compound autofluorescence, ex339/em460 nm, NADH buffer; stronger effect = higher value; 1 = no-compound wells, NADH background | fluorescence fold increase at 10 µM;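 active = at 10 µM, mean starting fluorescence two-fold or more over control wells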;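 note: signal is the first read of a kinetic run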
PKA kinase inh – inhibitors of human protein kinase A. PKA Kemptide phosphorylation, Kinase-Glo ATP luminescence. inhibition, % at 6 µM. 65,000 tested, 0.1% active;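 active = inhibition above the screen-wide mean inhibition plus 3 SD, cut at about 21% in these data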; note: many of its hits are not listed in these tables
ROCK2 inh – ROCK2 (human) kinase inhibition. inhibition, % at 6 µM. O75116. 60,000 tested, 0.35% active. purified ROCK2, Kinase-Glo ATP depletion luminescence;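 active = inhibition above the screen-wide mean inhibition plus 3 SD, cut at about 18% in these data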;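 note: plate controls were DMSO wells for no effect and Y-27632 control wells after no-enzyme background subtraction for full effect; many of its hits are not listed in these tables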
HEK293 NFkB inh – inhibitors of the PMA/ionomycin-induced NF-kB reporter in HEK293 cells. AID 465. HEK-293 NF-kB luciferase reporter, luminescence. 62,000 tested, 0.21% active. inhibition, % at 3 µM;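 active = inhibition above the mean of all tested compounds plus 3 SD, cut at about 40% in these data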;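 note: 0% = stimulated DMSO wells and 100% = 10 µM reference inhibitor 5653914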
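Reagent: PMA plus ionomycin mix as NF-kB-activating stimulus. Assay system: NF-kB luciferase reporter HEK-293 cells. Technique: luminescence from luciferase substrate reagent. Incubation: 1 h compound pre-incubation, 16 h PMA/ionomycin at 37 °C. Benchmarks: DMSO only as uninhibited control, 10 µM reference inhibitor as full inhibition. Repeats: tested once.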
The depositor's hits bear a star; . = no result given; [ ] = remark or other dose. These rows are one share of the data; rates above refer to the full screens.

SMILES	MMP13 inh	Abs 340nm	NADH coupling	tolC growth inh	JNK3 blocker	Autofluor 339	PKA kinase inh	ROCK2 inh	HEK293 NFkB inh
COc1ccc(C(=O)NCC(c2ccc(F)cc2)N2CCOCC2)cc1S(=O)(=O)N1CCCC1 (stereo unspecified)	1	0.98	5%	2	-4	1.1	4	0	-16
CCS(=O)(=O)N1CCC(C(=O)NCC2CCCO2)CC1 (stereo unspecified)	-4	1	8%	-9	-1	1.1	6	4	-8
CCOC(=O)c1cccnc1SCc1cc(=O)n2ccccc2n1	-22	1.1	13%	0	-7	1.9	0	0	-13
Cc1oc(-c2ccccc2)nc1C(=O)Nc1nccs1	5	0.97	9%	-8	-5	1	-4	0	5
Cc1ccc2cc(C(c3nnnn3C3CCCC3)N3CCN(c4ccccc4)CC3)c(=O)[nH]c2c1 (stereo unspecified)	-2	1	4%	17	-2	1.4	-4	-4	9
COc1ccc(C2/C(=C(/O)c3ccc(C)cc3)C(=O)C(=O)N2C)cc1 (stereo unspecified)	1	1.1	8%	-5	-8	1.1	-2	3	7
Cc1ccc(S(=O)(=O)NC(=O)c2cc(C)n(CCCn3ccnc3)c2C)cc1	-3	0.97	4%	-13	5	1	-3	-1	25
CCN(CC)S(=O)(=O)c1cccc2nsnc12	4	1	4%	5	9	1.1	12	6	6
Cc1cc(NC(=O)CCC(=O)N(c2ccc(F)cc2)C2(C(=O)NC3CCCCC3)CCCC2)no1	4	1	1%	31	-8	1.1	-8	-4	14
CC1(C)NC(=O)N(CN2C(=O)NC(C)(C)C2=O)C1=O	2	0.99	2%	-9	1	1	-3	-2	5
CCOC(=O)N1CCN(C(=O)c2cc(-n3cnnc3)ccc2Cl)CC1	2	1	9%	-16	3	1.1	10	4	1
CCCc1cc(=O)[nH]c(SCC(=O)CSc2nc(CCC)cc(=O)[nH]2)n1	7	1	4%	-4	5	1.1	4	0	7
COc1cc(C2C(C#N)=C(N)Oc3cc(C)n(CCc4ccccc4)c(=O)c32)cc2c1OCO2 (stereo unspecified)	-8	1.1	1%	5	-7	1.1	-1	3	.
CC(C)Nc1nc2n(c(=O)n1)CCN2C(C)C	6	1	5%	-7	4	1.1	9	8	5
COc1cc2c(cc1OC)C(C(=O)Nc1ccc3c(c1)OCCO3)C1c3ccccc3CCN1C2=O (stereo unspecified)	2	0.98	8%	9	-1	1.1	-2	-1	-5
CC1CCN(c2nc3c(c(=O)[nH]c(=O)n3C)n2CCCc2ccccc2)CC1	1	1	3%	17	0	1	4	4	17
COc1cccc(-c2cc(C(F)(F)F)n3nc(N)nc3n2)c1	-17	1	6%	11	3	1.6	0	-10	3
Cn1c2ccccc2c2c(C(=O)N3CCN(c4ccc(F)cc4)CC3)cn(C3CCCC3)c(=O)c21	-8	1.1	11%	20	.	1.6	-1	.	15
Cc1c(C(=O)Nc2ccccc2)sc2nc(-c3ccccc3)cn12	1	1	4%	-6	2	1.1	8	5	-5
COc1ccc(Cl)cc1NC(=O)CC(C)=O	-4	1	1%	-5	-1	1	2	6	9
CCOC(=O)CNC(=O)CSc1nnc(-c2ccco2)n1Cc1ccco1	3	1	0%	-6	.	1.1	0	.	18
O=C(Nc1ccon1)c1ccc(Cl)s1	-2	1.1	0%	1	6	1.1	1	2	9
CC(=O)c1c(C)[nH]c(C(=O)N2CCN(c3ncccn3)CC2)c1C	0	1.1	0%	-10	8	1.1	6	4	-1
CC(C)C1=C2OC(N)=C(C#N)C(C#N)=C2C(C)CC1 (stereo unspecified)	-18	1	7%	11	-1	1.6	2	3	.

Looked up above.
Cc1c(C(=O)Nc2ccccc2)sc2nc(-c3ccccc3)cn12 – MMP13 inh = 1
CC(C)Nc1nc2n(c(=O)n1)CCN2C(C)C – MMP13 inh = 6
O=C(Nc1ccon1)c1ccc(Cl)s1 – HEK293 NFkB inh = 9

Retrieved one by one from the list above, 3 records:
SMILES	MMP13 inh	Abs 340nm	NADH coupling	tolC growth inh	JNK3 blocker	Autofluor 339	PKA kinase inh	ROCK2 inh	HEK293 NFkB inh
COc1cc(C2C(C#N)=C(N)Oc3cc(C)n(CCc4ccccc4)c(=O)c32)cc2c1OCO2 (stereo unspecified)	-8	1.1	1%	5	-7	1.1	-1	3	.
CCOC(=O)CNC(=O)CSc1nnc(-c2ccco2)n1Cc1ccco1	3	1	0%	-6	.	1.1	0	.	18
CC(C)Nc1nc2n(c(=O)n1)CCN2C(C)C	6	1	5%	-7	4	1.1	9	8	5

(more compounds)
SMILES	MMP13 inh	Abs 340nm	NADH coupling	tolC growth inh	JNK3 blocker	Autofluor 339	PKA kinase inh	ROCK2 inh	HEK293 NFkB inh
COc1ccc(NS(=O)(=O)c2ccc(Br)s2)cc1OC	1	1	4%	53	3	1.1	8	4	8
Cc1cc(NC(=O)Cc2ccccc2)no1	-2	1	2%	-12	.	1.2	9	.	1
Cc1cc(C(F)(F)F)nc(SCC(=O)Nc2cc(C)on2)n1	-3	1	2%	-2	.	1.1	-5	.	13
COC(=O)c1ccccc1NC(=O)C1CCCN(S(=O)(=O)c2ccc(OC)cc2)C1 (stereo unspecified)	-4	1	2%	44	1	1.1	0	3	2
COc1ccc(OC)c(C(=O)CC2OC(=O)c3ccccc32)c1 (stereo unspecified)	1	1.1	8%	7	5	1.2	9	6	11
COCc1cc(C)c2c(N)c(C#N)sc2n1	-25	1	4%[fluoresces]	-1	.	2.4*	-3	.	16
O=C(Nc1cccnc1)c1cccc(NC(=O)c2ccco2)c1	5	0.99	2%	-3	11	1	9	7	9
CCc1nnc(NC(=O)Cc2ccc(OCc3c(C)noc3C)cc2)s1	-5	0.99	7%	10	1	1	9	6	1
Cn1c(-c2ccc3c(c2)OCO3)cnc1NCc1ccccc1	3	1	4%	-20	11	1.1	-4	-2	13
CC(=O)n1cc(-c2ccncc2)c2ccccc21	-2	0.98	3%	6	-5	1	26*	61*	12
CCCn1c(=N)n(CC(=O)OCC)c2ccccc21	2	1	6%	-8	8	1.1	15	6	4
CCNc1nc(NCC)nc(-n2nc(C)cc2C)n1	2	1	9%	54	3	1	-2	3	8
CCN1C(=O)c2cccc3c(NC(=O)c4ccc(S(=O)(=O)N5CCOCC5)cc4)ccc1c23	1	1.1	6%	5	-11	1	-8	-2	12
CCN(CC)CCn1c(=N)n(CCO)c2ccccc21	5	0.99	4%	-13	6	1.1	8	5	3
Cc1cc(NCCN2CCOCC2)n2nc(C)c(-c3ccccc3)c2n1	-8	0.99	3%	-7	-1	1.1	-3	0	10
Nc1ccc2oc(-c3ccccn3)nc2c1	2	1.1	4%	-7	.	1.1	-1	.	-7
O=C(C1COc2ccccc2O1)N1CCc2ccccc21 (stereo unspecified)	0	0.97	10%	1	6	0.95	5	6	6
CCOc1ccccc1N1CC(C(=O)Nc2ccccc2N2CCOCC2)CC1=O (stereo unspecified)	-2	0.99	11%	5	8	1.1	9	7	6
OC(CN1CCN(c2ccccc2)CC1)c1c[nH]c2ccccc12 (stereo unspecified)	1	1	4%	4	-3	1.2	4	3	8
O=C(O)CSCCC(=O)Nc1ccc(F)cc1	6	0.99	11%	-11	.	1	0	.	6
COc1ccccc1N1CCN(C(=O)c2ccc(C(C)(C)C)cc2)CC1	1	1.1	0%	49	3	1.1	13	8	16
CCc1ccc(NC(=O)c2cc(C)on2)cc1	-4	1	3%	-21	3	1.1	13	5	-55
C=CCSC1=N/C(=C\c2ccsc2)C(=O)S1	2	1.1	6%	-4	-3	1.1	-7	-4	10
COc1ccc(-c2nnnn2C)cc1S(=O)(=O)NCc1ccccc1	-2	1	3%	-13	2	1	5	-2	10
Cc1onc(-c2ccccc2Cl)c1C(=O)OCN1C(=O)c2ccccc2C1=O	3	1	7%	13	5	1.4	8	5	13
CC(C)CCn1c(N2CCN(Cc3ccccc3)CC2)nc2c1c(=O)[nH]c(=O)n2C	1	1	6%	-5	-9	1.1	-4	-2	11
O=C(CN1C(=O)C2(OCCCO2)c2ccccc21)NCc1ccccc1	-3	0.97	7%	-20	-1	1	3	0	2
Nc1nc2ccc(OC(F)(F)F)cc2s1	-7	0.99	5%	7	-1	0.99	0	7	.
CC(NC(=O)CSc1nc2ccccc2c(=O)[nH]1)c1ccccc1 (stereo unspecified)	-4	1	4%	1	4	1.1	4	4	12
CCn1cc(C(=O)N(CCCN2CCOCC2)Cc2ccco2)c(=O)c2ccc(C)nc21	2	1.1	7%	-37	-4	1.1	-8	-2	22
O=C(Nc1sc2c(c1C(=O)NCc1ccco1)CCCC2)c1ccc2c(c1)OCO2	-9	1	6%[fluoresces]	20	5	2.9*	11	8	-9
O=c1nc2scc(-c3ccccc3)n2c2ccccc12	6	1.1	2%	-8	.	1.1	0	.	9
CCN(CC(=O)N1CCN(C)CC1)S(=O)(=O)c1ccc(Cl)cc1	0	1	1%	5	-8	1.1	3	6	18
CCOc1cc(NC(=O)C2CC2)c(OCC)cc1NC(=O)c1ccccn1	-2	1.1	8%	-22	8	1.1	8	5	2
COc1ccccc1NC(=O)C1=C(C)NC(SCC(=O)c2ccccc2)=C(C#N)C1c1ccco1 (stereo unspecified)	6	1.1	0%	20	8	1.2	-2	-3	6
N#CCSc1nc2ccccc2c(=O)n1-c1ccccc1	-4	1	6%	14	-4	1.1	10	8	8
COc1ccc(Oc2nc3c(c(=O)n(C)c(=O)n3C)n2Cc2cccc(OC)c2)cc1	-33	1	3%	17	-6	1.2	0	2	.
CC(C)(O)/C=C1/Oc2ccccc2C1N1CCCCC1 (stereo unspecified)	-11	1	3%	-4	4	1.1	11	7	12
N#CCCCCn1c(-c2cncs2)nc2ccccc21	-7	0.98	11%	0	2	1	5	3	6
Cc1cc(F)ccc1S(=O)(=O)Nc1c(C)n(C)n(-c2ccccc2)c1=O	3	1	2%	-5	-2	0.98	9	5	8
O=C(CCn1cnc2ccccc2c1=O)Nc1cccc(Cl)c1	-15	1	6%	-3	10	1.1	2	3	3
CCCCOc1ccccc1NC(=O)c1ccco1	-8	0.95	3%	18	7	0.99	6	4	11
COC(=O)c1sc2ccccc2c1C(=O)OC	0	1	5%	5	1	1.2	1	3	8
Cn1c(SCc2nc3ccccc3s2)nnc1-c1ccc2c(c1)OCO2	2	1.1	5%	8	4	1.1	12	11	13
O=C1CN(C(=O)c2ccco2)C(c2ccc(F)cc2)c2cc(Cl)ccc2N1 (stereo unspecified)	-4	0.97	6%	10	2	1.1	4	5	4
CCC(NC(C)C)C(O)c1ccc(O)c(O)c1 (stereo unspecified)	1	0.99	2%	19	5	0.96	0	4	.
O=C(Cc1ccccc1)Nc1ccccc1N1CCN(c2ccccc2)CC1	-4	0.98	4%	63*	4	1	6	5	24
CCOC(=O)Cn1cc(C(=O)OC)c2ccccc21	-9	0.99	4%	0	5	1.2	9	5	-8
O=C(COc1ccccc1)N1CCN=C1SCc1cccnc1	0	1	8%	-10	-1	0.95	15	8	20
c1ccc2[nH]c(CSc3nc4ccccc4o3)nc2c1	0	1	3%	37	0	1.1	3	1	-2
Cc1ccc(S(=O)(=O)N2CCOCC2)cc1C(=O)Nc1ccccn1	2	0.97	10%	-32	3	1	2	0	0
CCN1CCCC1CNC(=O)c1cc2c(C)nc3ccccc3c2o1 (stereo unspecified)	-25	1.1	4%	-4	.	1.2	0	.	15
O=C(O)CCC(=O)c1c[nH]c2ccccc12	-1	1	1%	-4	2	1.1	2	4	14

Bioassay records: PubChem, several laboratories
